# DRD3 agonist – qHTS of D3 Dopamine Receptor Agonist: qHTS. D(3) dopamine receptor (Homo sapiens), P35462. max activation, %. D3R DiscoveRx beta-arrestin cells, luminescence, 90 min. 410,000 compounds, 0.58% hits; in the data active means max activation above about 30%; further: 0% is about no effect; mostly tested at two doses, the higher about 12 µM
# Target sequence (P35462 whole entry, looked up): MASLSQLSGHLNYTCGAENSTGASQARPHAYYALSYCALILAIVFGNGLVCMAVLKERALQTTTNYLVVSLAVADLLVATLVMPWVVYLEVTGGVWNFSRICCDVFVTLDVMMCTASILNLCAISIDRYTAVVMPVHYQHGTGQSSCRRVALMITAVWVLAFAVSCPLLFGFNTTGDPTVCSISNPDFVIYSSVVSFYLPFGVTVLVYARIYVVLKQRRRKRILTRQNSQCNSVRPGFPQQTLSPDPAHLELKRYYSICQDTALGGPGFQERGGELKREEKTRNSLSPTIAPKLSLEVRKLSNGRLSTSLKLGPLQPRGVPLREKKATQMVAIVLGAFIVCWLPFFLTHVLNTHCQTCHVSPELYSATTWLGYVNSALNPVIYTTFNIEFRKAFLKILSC
#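 Agonist mode: compounds and dopamine controls were applied to plated cells for 90 min at 37 degrees C after an overnight attachment at 1500 cells/well. Luminescent read-out followed 30 - 60 minutes at room temperature with DiscoveRx detection reagent.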
# KB-3-1 tox – qHTS assay for MDR1-selective chemotherapeutics: Primary screen using the parental adenocarcinoma cell KB-3-1; KB-3-1 viability, CellTiter-Glo ATP luminescence, 72 h; Potency, µM (titrated, usually from 46.1 µM), for inactives: at the highest dose activity change, negative = cytotoxic, actives largely listed as cytotoxic; 400,000 compounds, 1.4% hits; AID 1347075, 2019; further: potency means the concentration at half of the fitted maximal effect; on the % scale 0 is the no-effect control and ±100 the full control effect; nearly all actives have a fitted effect of over 60% in size
#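 Using CellTiter-Glo luminescence, growth of non-resistant KB-3-1 adenocarcinoma cells is assessed 72 h after pin-tool compound addition at 37 °C. Normalized responses across the concentration series yield fitted curves.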
# KB-V1 MDR tox – qHTS assay for MDR1-selective chemotherapeutics: Primary screen using the drug-selected MDR subline cells KB-V1. KB-V1 MDR cells viability, CellTiter-Glo, 72 h. Potency, µM (series often up to 46.1 µM), without a hit: top-dose activity change, negative = cytotoxicity, actives largely listed as cytotoxic. AID 1347076, 2019. 400,000 compounds, 3.4% hits; further: potency means the concentration at half of the fitted maximal effect; on the % scale 0 is the no-effect control and ±100 the full control effect; nearly all actives have a fitted effect of over 60% in size
#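 In this primary screen, KB-V1 cells overexpressing P-gp are incubated with library compounds (lowest to highest concentration) for 72 h at 37 degrees C before a luminescent ATP viability read.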
# HT1080-NT tox – qHTS for induction of synthetic lethality in tumor cells producing 2HG: qHTS for the HT-1080-NT fibrosarcoma cell line; HT-1080-NT fibrosarcoma viability, CellTiter-Glo ATP luminescence, 48 h; Potency, µM (highest dose often 46.1 µM), inactives show at the top dose activity, negative = less viability, usual class: cytotoxic; 360,000 compounds, 1.6% hits; AID 686970, 2013;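 further: NT is the 2HG producing partner of a matched IDH1 knockdown line; potency means the concentration at half of the fitted maximal effect; 0% = DMSO-treated cells and -100% = media-only wells without cells; nearly all actives have a fitted effect of over 55% in size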
#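 Viability of the 2HG-overproducing fibrosarcoma line after 48 hours of compound exposure at 37 degrees C was determined by luminescence with CellTiter-Glo, and concentration-effect curves were then fitted and categorized.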
# SW480 rerep – A quantitative high throughput screen for small molecules that induce DNA re-replication in SW480 colon adenocarcinoma cells. SW480 DNA re-replication, Hoechst DNA content imaging, 48 h. Potency, µM (series often up to 46.1 µM), inactives show at the highest dose re-replication activation, hits mostly activators. 340,000 compounds, 1.8% hits; further: potency means the concentration at half of the fitted maximal effect; % of control where 0% means no effect; nearly all actives have a fitted effect of over 55% in size
#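 First, 250 cells per well were seeded. Next, compound or vehicle (23 nL) was pinned in, plates sat 48 hr at 37 C. Finally Hoechst was added for 40 min before fluorescence scanning.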
# IL-1B inflam inh – qHTS for Inhibitors of Inflammasome Signaling: IL-1-beta AlphaLISA Primary Screen; 360,000 compounds, 4.7% hits; THP-1 LPS/ATP IL-1B secretion, AlphaLISA, 16 h; stronger effect = lower value; activity change, % at 57.5 µM; AID 743279, 2014; in the data active means activity change below about -50%; inconclusive means mostly about -30% to -49%; further: on the % scale 0 is the no-effect control and ±100 the full control effect
#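 THP-1 cells pretreated 1 hr with compounds (up to 57.5 uM final), then stimulated with LPS (250 ng/mL final) plus ATP (1.25 mM final); secreted IL-1B measured by AlphaLISA after 16 hr, decreased signal indicating inhibition.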
# HEK293 tox – qHTS of GLP-1 Receptor Inverse Agonists: Cytotox Screen. HEK293 cAMP-luciferase reporter cells, luminescence, 24 h. 410,000 compounds, 0.13% hits. Potency, µM (series often up to 38.3 µM), for inactives: top-dose activity change, negative = inhibition, most hits filed as inhibitors. AID 624418, 2012;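 further: loss of luciferase light is scored as toxicity; potency means the concentration at half of the fitted maximal effect; on the % scale 0 is the no-effect control and ±100 the full control effect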
#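 Cells in DMEM/10% Nu serum/1% pen-strep, 1536-well format. Pre-incubated 12 h, dosed with 23 nL compound, incubated a further 24 h. Luciferase detection, 12 min at room temp, luminescence.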
# MCF10A rerep – A quantitative high throughput screen for small molecules that induce DNA re-replication in MCF 10a normal breast cells. MCF 10A DNA re-replication, Hoechst nuclear intensity, 48 h. Potency, µM (series often up to 46.1 µM), without a hit: at the highest dose activity, positive = re-replication, hits mostly activators. 350,000 compounds, 2.9% hits. AID 624296, 2012; further: potency means the concentration at half of the fitted maximal effect; % of control where 0% means no effect; nearly all actives have a fitted effect of over 50% in size
# HT1080 IDH1KD tx – qHTS for induction of synthetic lethality in tumor cells producing 2HG: qHTS for the HT-1080-IDH1KD cell line | HT-1080 IDH1 knockdown viability, ATP luminescence, 48 h | Potency, µM (doses to about 46.1 µM), for inactives: top-dose activity, negative = toxicity, actives largely listed as cytotoxic | 360,000 compounds, 2% hits | AID 686971, 2013;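 further: potency means the concentration at half of the fitted maximal effect; 0% = DMSO wells and -100% = cell-free medium wells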
#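 Luminescent ATP read-out (CellTiter-Glo, 10 min at room temperature) after 48 h compound exposure at 37 °C gave viability of IDH1-knockdown HT-1080 cells. Activity was normalised to DMSO and cell-free wells, then fitted as concentration-response curves.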
# * = called active by the depositor; i = inactive; ? = inconclusive; / = no result given; [ ] = another dose, or the depositor's remark. Unless noted, the call rests on the fitted dose curve; in most records, active means well fitted curve in the direction sought with a large enough effect; inconclusive means small, poorly fitted or top-dose-only effect, or another doubt; inactive means no such curve, though single readings can be large; an effect the other way counts as inactive or inconclusive. Not all compounds are listed; the hit share may differ from the screen's.
no.	SMILES	DRD3 agonist	KB-3-1 tox	KB-V1 MDR tox	HT1080-NT tox	SW480 rerep	IL-1B inflam inh	HEK293 tox	MCF10A rerep	HT1080 IDH1KD tx
1	CSCCC(N=Cc1c(O)n(-c2ccc(F)cc2)c(=O)[nH]c1=O)C(=O)OC(C)(C)C (centres undefined)	3.2	5.4%	-10.6%	-3.2%	-4.4%	4.4	1.2%	-0.3%	0.8%
2	NS(=O)(=O)OC(CCc1ccccc1)C(Cl)(Cl)Cl (centres undefined)	-8.8	4.5%	-12.8%	-3.0%	4.0%	35.8	-6.5%	-2.1%	10.0%
3	Cc1nn(CC(C)C)c(Cl)c1C(=O)NC1CCCCC1	-13.4	-2.7%	-22.0%	10.6%	-13.0%	0.7	-9.9%	6.6%	8.4%
4	COc1cc([C@@H]2c3cc4c(cc3[C@@H](OC)[C@H]3COC(=O)[C@H]23)OCO4)cc(OC)c1O	-14.8	?	?	?	5.17µM*	71.4	-24.4%	?	?
5	CCOC(=O)C(O)(c1ccc(NC(=O)c2ccc(Cl)c(Cl)c2)cc1)C(F)(F)F (centres undefined)	0.9	0.2%	?	-1.1%	?	-25.2	-19.1%	?	-7.1%
6	COc1ccc(O)c(CN2CCCC(C(=O)c3sccc3C)C2)c1 (centres undefined)	-14.0	-3.2%	-24.4%	-23.4%	-0.2%	-8.9	-9.8%	-16.1%	-12.5%
7	CC(C)(C)n1nnnc1C(c1ccnc2ccccc12)N1CCC2(CC1)C(=O)NCN2c1ccccc1 (centres undefined)	-4.8	0.0%	2.7%	-0.8%	/	-8.9	-2.8%	/	5.0%
8	C[C@]12CCC3C(CC[C@H]4C[C@H](O)CC[C@]34C)C1C[C@H](O)[C@H]2O (some centres undefined)	8.7	6.5%	21.6%	11.3%	-7.3%	17.9	0.9%	-10.3%	9.6%
9	CCCCn1c(O)c(C(CC)=NCc2ccc(F)cc2)c(=O)[nH]c1=O	-1.6	?	10.3µM*	0.9%	-4.5%	-18.5	-18.0%	14.9%	-10.1%
10	CCOC(=O)CNC(=O)N1Cc2cc(N3CCOCC3)ccc2-n2nncc2C1	4.0	0.1%	28.7%	?	/	-0.3	3.6%	/	7.5%
11	CN(C)CCC1(C2=CCCC2)CC/C(=C/c2ccc(Cl)cc2)C1=O (centres undefined)	2.8	-13.6%	-24.7%	?	?	-111.4*	?	?	?
12	O=C(c1cccc(C(F)(F)F)c1)C1CCCN(Cc2ncc[nH]2)C1 (centres undefined)	-3.0	-1.4%	-17.7%	-3.7%	17.1%	43.4	-13.4%	?	0.1%
13	COc1ccc(CC2C(=O)N(C)C(=O)N(C)C2=O)c(OC)c1	-3.5	-0.2%	29.6%	-6.4%	8.9%	1.7	5.0%	?	-4.3%
14	CO[C@H]1C=C2CCN(C)[C@H]2C2c3cc4c(cc3C(=O)O[C@@H]21)OCO4 (some centres undefined)	-13.9	0.0%	0.3%	14.0%	-7.9%	10.0	9.4%	12.2%	10.6%
15	O=C(COC(=O)Cc1ccccc1)Nc1ncc(Cl)cc1Cl	0.8	1.3%	-3.4%	-5.4%	-2.8%	-11.9	8.2%	6.0%	0.0%
16	Cn1cc(C=O)c2nccnc21	-11.7	0.0%	20.3%	-0.9%	/	22.7	0.0%	/	1.9%
17	CSc1ncc(CN2CCCC(C(=O)c3ccccc3SC)C2)cn1 (centres undefined)	-17.2	-0.7%	?	7.5%	2.4%	64.8	0.5%	17.9%	-9.9%
18	Cc1ccc(-c2cc(-c3ccccc3)cc(-c3ccccc3)[n+]2-c2ccc(C(=O)O)cc2)cc1	1.0	0.0%	0.0%	13.6%	?	15.8	0.0%	-0.3%	9.5%
19	COc1ccccc1NC1=NCCS1	-3.5	-4.7%	6.1%	-4.9%	6.3%	-11.5	7.8%	-181.1%[0.0737 µM]	-11.3%
20	CC1C(=O)OC2CCN3CC4OC4(COC(=O)C(C)(O)C1(C)O)C23 (centres undefined)	7.2	-0.6%	0.9%	10.4%	0.9%	17.4	3.4%	-2.6%	24.1%

# Results in KB-V1 MDR tox (three entries from above):
no.	canonical_smiles	KB-V1 MDR tox
6	COc1ccc(O)c(CN2CCCC(C(=O)c3sccc3C)C2)c1 (centres undefined)	-24.4%
3	Cc1nn(CC(C)C)c(Cl)c1C(=O)NC1CCCCC1	-22.0%
2	NS(=O)(=O)OC(CCc1ccccc1)C(Cl)(Cl)Cl (centres undefined)	-12.8%

# Remaining list, next part.
no.	SMILES	DRD3 agonist	KB-3-1 tox	KB-V1 MDR tox	HT1080-NT tox	SW480 rerep	IL-1B inflam inh	HEK293 tox	MCF10A rerep	HT1080 IDH1KD tx
21	COc1ccc2c(c1O)C13CCN(C)C(C2)C1CCC(=O)C3 (centres undefined)	6.8	-1.7%	2.6%	12.8%	-2.8%	-5.7	2.4%	-1.7%	1.8%
22	NCCNc1ccc([N+](=O)[O-])c2cccnc12	-21.3	?	-2.1%	-27.7%	24.2%	-28.3	12.3%	0.651µM*	-24.7%
23	CCCCNC(=S)Nc1ccc(C(F)(F)F)cc1	-3.6	-29.5%	?	?	-4.7%	-93.7*	?	?	?
24	Cc1ccccc1NS(=O)(=O)c1ccc(OCC(=O)N2CCN(C)CC2)cc1	3.3	-1.4%	-5.2%	11.8%	-14.1%	i	-10.8%	-7.3%	22.5%
25	O=C(c1ccccc1)C(CN1CCCC1)c1ccccc1 (centres undefined)	-8.5	5.17µM*	5.17µM*	20.6µM*	7.31µM*	-103.5*	-23.7%	3.26µM*	13µM*
26	CC[C@@H](O)C[C@H]1CCC[C@@]2(C[C@@H]3OC(=O)/C=C/[C@@](C)(O)[C@@H](O)[C@H](C)[C@@H](O)[C@H](OC4CCC(N(C)C)C(C)O4)[C@@H](O)[C@](C)(O)CCCCC/C=C/[C@@H]4CC(C)(C)O[C@@]4(O)C[C@H](O2)[C@H]3C)O1 (some centres undefined)	4.2	0.164µM*	0.0731µM*	-9.1%	?	-56.2*	-31.6%	?	?
27	COc1ccc(Oc2cc(NC(=O)c3nn(C)cc3[N+](=O)[O-])cc([N+](=O)[O-])c2)cc1	-5.3	20.6µM*	?	18.4µM*	?	-96.2*	?	2.06µM*	5.17µM*
28	Cc1nn(-c2ccccc2)c2c1C(c1ccc3c(c1)OCO3)SCC(=O)N2 (centres undefined)	5.6	-9.5%	?	13.7%	23.7%	-29.6	4.4%	14.6µM*	-2.0%
29	Nc1ccc2c(c1)C(=O)C(=O)c1ccccc1-2	-14.9	2.91µM*	4.61µM*	4.61µM*	3.66µM*	-121.9*	3.55µM*	?	?
30	O=C(c1c[nH]cc1-c1ccccc1)c1cccc2ccccc12	-9.0	-9.2%	-22.6%	23.1µM*	21.8%	-14.8	-7.8%	17.2%	14.6µM*
31	ClCCN(CCCl)c1ccc(C=NNc2ncccn2)cc1	2.7	-12.1%	-16.1%	-16.6%	?	1.5	?	?	-19.6%
32	O=C(O)c1ccc(-[n+]2c(-c3ccccc3)cc(-c3ccccc3)cc2-c2ccccc2)cc1	16.5	13.7%	-4.1%	6.2%	-8.4%	20.9	-22.8%	-5.1%	15.6%
33	CN(C(=O)Oc1cccc2ccccc12)C1C=CCC1 (centres undefined)	-6.7	1.7%	25.9%	-16.8%	3.9%	9.3	-1.6%	-22.3%	-0.1%
34	CCN1CCN(C(=O)COc2ccc(S(=O)(=O)N3CCOCC3)cc2C)CC1	4.6	4.6%	12.4%	?	-10.5%	-4.0	-5.2%	1.9%	8.1%
35	Cc1ccccc1NC1=NCC(C)S1 (centres undefined)	8.3	-6.8%	0.9%	2.4%	-4.8%	18.0	-7.2%	5.7%	14.9%
36	CN1OC[C@@H]2CN[C@H](c3ccc(Br)cc3)C[C@@H]21	0.6	-3.8%	-13.2%	5.9%	/	4.8	0.6%	/	-0.7%
37	Cc1ccccc1CN1CCN(c2ccc(Cl)cc2)CC1	-18.6	2.3%	-2.0%	2.7%	-1.4%	0.0	15.4%	?	-4.7%
38	Cc1ccc(-n2c(-c3ccc([N+](=O)[O-])cc3)nc3ccccc3c2=O)cc1	4.8	12.9%	27.2%	-4.1%	-7.4%	-5.5	-6.2%	?	-22.8%
39	CCOC(=O)c1cnn(-c2ccccc2)c1-c1ccccc1	0.0	5.9%	?	-13.5%	-1.6%	0.0	73.5%[activator]	?	-11.2%
40	CC(C)C[C@@H]1COc2cccc(N3CCN(C)CC3)c2S(=O)(=O)N1	-4.2	0.5%	-23.4%	3.4%	/	10.7	-4.1%	/	-0.8%
41	COC(=O)C1=C(c2ccc(-c3ccccc3)c(F)c2)C[C@@H]2CC[C@H]1N2C(=O)N1CCc2cc(OC)c(OC)cc2C1	3.7	?	?	-7.2%	42.2%[9.22 µM]	?	-3.1%	-38.9%[inhibitor]	-16.4%
42	CC1([N+](=O)[O-])COP(=O)(Nc2ccc(F)cc2)OC1 (centres undefined)	5.7	5.7%	-1.7%	6.8%	-4.5%	15.6	5.3%	0.7%	2.5%

# Assay outcomes deposited in PubChem BioAssay by National Center for Advancing Translational Sciences (NCATS).
